LMNA splice mod: changes lamin A minigene splicing in HeLa cells | AID 1487 | Potency, µM (top dose mostly 46.1 µM), without a hit: at the top dose ratio change, negative = inhibition, most hits filed as inhibitors | HeLa LMNA splicing GFP/RFP minigene ratio, 48 h | hit rate 0.01% among 200,000; active means well fitted inhibition curve with a large enough effect in the signal ratio, with a control signal flat, not every such curve was filed as active; inconclusive means small, poorly fitted or top-dose-only effect, or effect the other way, or a change in a side signal; the % refers to the signal ratio; further: potency means the concentration at half of the fitted maximal effect; on the % scale 0 is the no-effect control and ±100 the full control effect
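Read-out is the ratio of GFP to DsRed2 object intensity, acquired by 488 nm laser-scanning cytometry on HeLa lamin A-EGFP minigene reporter cells. Compound incubation 48 hrs at 37 °C in Opti-MEM with 2% FBS; DMSO 0.5% final.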
HTT cytoprotect: protects HTT-Q103 PC12 cells, measured by ATP; PC12 HTT-Q103 induced, cytoprotection, ATP luminescence, 40 h; Potency, µM (series often up to 56.4 µM), without a hit: cytoprotection (ATP increase), hits mostly activators; hit rate 0.14% among 230,000;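 further: potency means the concentration at half of the fitted maximal effect; % of control where 0% means no effect; nearly all actives have a fitted effect of over 45% in size; toxic huntingtin expression switched on by the ecdysone agonist tebufenozide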
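PC12 cells with ecdysone-inducible HTT exon 1 Q103-GFP, induced with 100 nM tebufenozide and co-treated with library compounds in a dose series (1536-well, 1500 cells/well). Cytoprotection read as ATP content by ATPlite luminescence.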
CBFb-RUNX1 inh: CBF-beta/RUNX1 interaction disruption; Q01196+Q13951; Potency, µM (titrated, usually from 59.8 µM), for the others: at the top dose activity, negative = inhibition, most hits filed as inhibitors; 230,000 tested, under 10 active; AlphaScreen CBFb-His/RUNX1-biotin binding, biochemical; further: % of control where 0% means no effect
Target sequence (Q01196 whole entry, looked up): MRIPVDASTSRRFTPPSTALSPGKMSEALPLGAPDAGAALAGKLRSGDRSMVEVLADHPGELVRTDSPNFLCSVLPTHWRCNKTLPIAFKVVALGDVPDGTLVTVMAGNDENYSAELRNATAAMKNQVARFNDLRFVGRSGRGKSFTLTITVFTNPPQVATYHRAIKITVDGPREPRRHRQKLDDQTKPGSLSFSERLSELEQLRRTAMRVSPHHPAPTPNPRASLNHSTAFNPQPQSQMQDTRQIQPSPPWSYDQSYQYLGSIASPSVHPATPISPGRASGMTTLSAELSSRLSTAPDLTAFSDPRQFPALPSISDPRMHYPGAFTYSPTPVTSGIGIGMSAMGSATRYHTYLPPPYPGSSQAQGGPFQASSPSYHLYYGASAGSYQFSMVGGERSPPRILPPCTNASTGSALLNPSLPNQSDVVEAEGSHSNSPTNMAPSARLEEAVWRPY
Target sequence (Q13951 whole entry, looked up): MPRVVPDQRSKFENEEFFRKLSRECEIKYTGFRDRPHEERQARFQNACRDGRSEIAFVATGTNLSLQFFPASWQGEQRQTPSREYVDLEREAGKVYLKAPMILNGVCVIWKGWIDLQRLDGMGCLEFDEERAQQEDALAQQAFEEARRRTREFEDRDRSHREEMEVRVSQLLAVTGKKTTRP
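Interaction loss through any mechanism counts as activity. Pre-formed complex of His-CBF-beta and biotin-RUNX1 (30 nM apiece) is incubated with compound 15 min, then with 50 ng nickel and 50 ng streptavidin beads for 90 min before AlphaScreen detection.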
GAA inhib: blocks human lysosomal alpha-glucosidase; AID 1466; Potency, µM (doses to about 76.9 µM), inactives show at the top dose activity change, negative = inhibition, actives largely listed as inhibitors; hit rate 0.005% among 200,000; purified human GAA, 4-MU-alpha-glucoside fluorescence;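 further: potency means the concentration at half of the fitted maximal effect; plate controls were uninhibited enzyme wells for no effect and no-enzyme background for full effect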
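Activity normalized between no-enzyme (basal) and enzyme-only wells. Conditions: 4 nM human enzyme, 400 uM fluorogenic substrate, citrate/phosphate pH 5.0 with Tween-20, 20 min room temperature, compounds up to 77 uM.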
HttQ103 aggreg: mutant huntingtin aggregation inhibition; PC12 HttQ103-GFP aggregates, Acumen cytometry, 40 h; hit rate 1.1% among 220,000; Potency, µM (highest dose often 46.1 µM), inactives show top-dose activity change, negative = inhibition, most hits filed as inhibitors; further: potency means the concentration at half of the fitted maximal effect; on the % scale 0 is the no-effect control and ±100 the full control effect; nearly all actives have a fitted effect of over 60% in size
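Aggregate formation scored by laser-scanning cytometer (488 excitation, 500–530 emission) in lysed PC12 cells expressing Q103-GFP after 100 nM tebufenozide induction; library tested in dose series, with ATPLite reagent added in the multiplex.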
GAA spleen mod: inhibits or activates alpha-glucosidase in human spleen homogenate; P10253; human spleen homogenate, 4-MU-alpha-glucoside fluorescence; Potency, µM (titrated, usually from 79.9 µM), for the others: at the highest dose activity change, negative = inhibition, usual class: inhibitors; hit rate 0.006% among 240,000;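 further: potency means the concentration at half of the fitted maximal effect; 0% = enzyme with vehicle and -100% = no enzyme basal signal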
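Compounds were titrated against alpha-glucosidase in spleen homogenate at pH 5.0, with 1 mM 4-methylumbelliferyl substrate for 40 min at 37 C. Reactions were quenched with pH 10 NaOH/glycine and fluorescence measured.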
GAA glycogen mod: alters human alpha-glucosidase cleavage of glycogen | P10253 | AID 2100 | hit rate 0.38% among 300,000 | recombinant GAA, glycogen substrate, Amplex Red glucose oxidase fluorescence | Potency, µM (series often up to 76.4 µM), inactives show top-dose activity change, negative = inhibition, usual class: inhibitors;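 further: potency means the concentration at half of the fitted maximal effect; 0% = full enzyme reaction and -100% = no-enzyme basal signal; the screen sought inhibitors and activators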
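Recombinant human alpha-glucosidase (4 nM final) hydrolysed bovine liver glycogen (30 ug) for 40 min at 37 C in pH 5.0 citrate/phosphate with 0.01% Tween-20. Released glucose detected by glucose oxidase/Amplex Red, Ex 573/Em 610 nm. Compounds up to 77 uM; AC50 from Hill fits.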
The depositor's hits bear a star; [ ] = dose if it differs, or a comment. Unless noted, the call rests on the fitted dose curve; in most records, active means well fitted curve in the direction sought with a large enough effect; inconclusive means small, poorly fitted or top-dose-only effect, or another doubt; inactive means no such curve, though single readings can be large; an effect the other way counts as inactive or inconclusive.

How did CCN1C(=O)C2(C(C(=O)c3ccc(C)o3)=C(O)C(=O)N2CCCN(C)C)c2ccccc21 (stereo not drawn) do in these assays?
HTT cytoprotect: 1%[10 µM]; CBFb-RUNX1 inh: 5%; HttQ103 aggreg: -9%[9.22 µM]; GAA spleen mod: -9%; GAA glycogen mod: -1%

How did O=C(NCc1cccc(Cl)c1)c1ccc2nc[nH]c2c1 do in these assays?
LMNA splice mod: -4%; HTT cytoprotect: 28%[1.9 µM]; CBFb-RUNX1 inh: 2%; GAA inhib: inconclusive; HttQ103 aggreg: 8%; GAA spleen mod: -8%; GAA glycogen mod: 16%

How did O=C(CSc1nc(-c2ccccc2)nc2ccc(F)cc12)Nc1ccc(C(=O)O)cc1 do in these assays?
LMNA splice mod: -26%[46 µM]; HTT cytoprotect: 28%; CBFb-RUNX1 inh: 5%; GAA inhib: 0%; HttQ103 aggreg: 31%; GAA spleen mod: 0%; GAA glycogen mod: 0%

Results for Cc1c(NC(=O)C2CC=CCC2C(=O)O)c(=O)n(-c2ccccc2)n1C (stereo not drawn) ?
LMNA splice mod: -4%; HTT cytoprotect: -4%; CBFb-RUNX1 inh: -25%; GAA inhib: -17%; HttQ103 aggreg: -8%; GAA spleen mod: -4%; GAA glycogen mod: 4%

What do the screens show for `CCOc1ccc(N(CC(=O)OC)S(=O)(=O)c2c(C)noc2C)cc1`?
LMNA splice mod: 11%; HTT cytoprotect: -14%; CBFb-RUNX1 inh: 2%; GAA inhib: 0%[15.4 µM]; HttQ103 aggreg: 21%; GAA spleen mod: 7%; GAA glycogen mod: -7%

How did CCOc1ccc(OCC)c(NC(=O)c2ccc(CNc3c(N4CCOCC4)c(=O)c3=O)cc2)c1 do in these assays?
LMNA splice mod: -14%; HTT cytoprotect: 3.2µM*; CBFb-RUNX1 inh: -3%; GAA inhib: -3%; HttQ103 aggreg: inconclusive; GAA spleen mod: 11%; GAA glycogen mod: 2%

What do the screens show for `CC(C)c1ccc(C2CC(=O)N3CN(C)CSC3=C2C#N)cc1` (stereo not drawn)?
LMNA splice mod: 10%; HTT cytoprotect: 11%; CBFb-RUNX1 inh: -6%; GAA inhib: -8%; HttQ103 aggreg: -10%; GAA spleen mod: 1%; GAA glycogen mod: 7%

How did c1ccc(CSc2nncn2-c2ccccn2)cc1 do in these assays?
LMNA splice mod: 0%; HTT cytoprotect: -10%; CBFb-RUNX1 inh: -3%; GAA inhib: 1%; HttQ103 aggreg: -5%; GAA spleen mod: -4%; GAA glycogen mod: 5%

How did FC(F)(F)c1cnc(Oc2ccccc2-c2nnc(-c3ccc(Cl)cc3)o2)c(Cl)c1 do in these assays?
LMNA splice mod: inconclusive; HTT cytoprotect: -5%; CBFb-RUNX1 inh: 2%; GAA inhib: 2%; HttQ103 aggreg: -17%; GAA spleen mod: -4%; GAA glycogen mod: -4%

What do the screens show for `COc1ccccc1C(=O)N1CCN(Cc2nc(CC3CC3)no2)CC1`?
LMNA splice mod: 16%[46 µM]; HTT cytoprotect: 29%[10 µM]; CBFb-RUNX1 inh: 2%; GAA inhib: -10%; HttQ103 aggreg: 17%[9.22 µM]; GAA spleen mod: 4%; GAA glycogen mod: 9%

What do the screens show for `CCOC(=O)NC(=S)Nc1c(C)n(C)n(-c2ccccc2)c1=O`?
LMNA splice mod: -18%[46 µM]; HTT cytoprotect: 2%; CBFb-RUNX1 inh: 16%; GAA inhib: 1%; HttQ103 aggreg: 15%; GAA spleen mod: -12%; GAA glycogen mod: -7%

How did C=CCn1cnc2scc(-c3ccccc3)c2c1=O do in these assays?
LMNA splice mod: -9%; HTT cytoprotect: -4%; CBFb-RUNX1 inh: 7%; GAA inhib: 5%; HttQ103 aggreg: 27%; GAA spleen mod: -4%; GAA glycogen mod: 6%

Results for Cc1sc2nc(CN3CCCCC3)nc(N3CCN(C(=O)c4ccco4)CC3)c2c1C ?
HTT cytoprotect: -50%[inhibitor]; CBFb-RUNX1 inh: 18%; GAA inhib: 0%; HttQ103 aggreg: 0%; GAA glycogen mod: -7%

How did COc1ccc(/C=N/Nc2nnc(C)n2N)cc1OC do in these assays?
LMNA splice mod: inconclusive; HTT cytoprotect: -98%[inhibitor]; CBFb-RUNX1 inh: -14%; GAA inhib: -6%; HttQ103 aggreg: inconclusive; GAA spleen mod: 8%; GAA glycogen mod: inconclusive

What do the screens show for `CC1CN(Cc2cc(=O)[nH]c(C3CC3)n2)CC(C)O1` (stereo not drawn)?
LMNA splice mod: -4%; HTT cytoprotect: 1%[10 µM]; CBFb-RUNX1 inh: 2%; GAA inhib: -10%; HttQ103 aggreg: 8%; GAA spleen mod: 6%; GAA glycogen mod: 4%

How did O=C(O)CSc1nnc(-c2ccccc2Br)n1-c1cccc(C(F)(F)F)c1 do in these assays?
HTT cytoprotect: -9%; CBFb-RUNX1 inh: 1%; GAA inhib: 5%; HttQ103 aggreg: -2%; GAA spleen mod: 4%; GAA glycogen mod: 4%

Results for Cc1cccc(-c2nnn(C/C(N)=N/O)n2)c1 ?
LMNA splice mod: inconclusive; HTT cytoprotect: -2%[10 µM]; CBFb-RUNX1 inh: 5%; GAA inhib: inconclusive; HttQ103 aggreg: -5%[9.22 µM]; GAA spleen mod: 3%; GAA glycogen mod: -9%

What do the screens show for `O=C(NC(=S)Nc1ccccc1N1CCOCC1)c1ccco1`?
LMNA splice mod: -2%; HTT cytoprotect: 13%[10 µM]; CBFb-RUNX1 inh: -1%; GAA inhib: -9%; HttQ103 aggreg: -3%; GAA spleen mod: -2%; GAA glycogen mod: 12%

How did COc1ccc(NC(=S)NNc2ccc(S(=O)(=O)Nc3ccccc3C(=O)O)cc2[N+](=O)[O-])cc1 do in these assays?
HTT cytoprotect: 9%[10 µM]; HttQ103 aggreg: 20%[9.22 µM]; GAA spleen mod: -1%; GAA glycogen mod: 25µM*

How did Cc1ccc(NC(=O)C(OC(=O)c2ccc(C=O)cc2)c2ccccc2)cc1Cl (stereo not drawn) do in these assays?
LMNA splice mod: -24%; HTT cytoprotect: 11%[10 µM]; CBFb-RUNX1 inh: -7%; GAA inhib: 1%; HttQ103 aggreg: -7%; GAA spleen mod: -1%; GAA glycogen mod: 0%

How did N#C/C(=C\c1cccs1)c1nc2ccccc2[nH]1 do in these assays?
LMNA splice mod: inconclusive; HTT cytoprotect: -8%[10 µM]; CBFb-RUNX1 inh: 3%; GAA inhib: 0%; HttQ103 aggreg: 29%; GAA spleen mod: -2%; GAA glycogen mod: 5%

How did COc1ccc(CCNc2ccc(C)cc2)cc1 do in these assays?
LMNA splice mod: -1%; HTT cytoprotect: -2%; CBFb-RUNX1 inh: -21%; GAA inhib: -3%; HttQ103 aggreg: 23%; GAA spleen mod: -4%; GAA glycogen mod: 0%

Results for CCOc1ccc(-n2c(=O)[nH]c3sc4c(c3c2=O)CCCC4)cc1 ?
LMNA splice mod: -4%[46 µM]; HTT cytoprotect: -34%[inhibitor]; CBFb-RUNX1 inh: -3%; GAA inhib: -1%; HttQ103 aggreg: -5%; GAA spleen mod: -3%; GAA glycogen mod: 5%

What do the screens show for `Cc1ccc(C(=O)CCNc2ccc(Cl)cc2)o1`?
LMNA splice mod: -13%; HTT cytoprotect: 5%; CBFb-RUNX1 inh: -8%; GAA inhib: 2%; HttQ103 aggreg: inconclusive; GAA spleen mod: -7%; GAA glycogen mod: -13%

Results for CCOC(=O)c1cnc(-n2nc(C)cc2C)nc1Nc1ccc(C)cc1 ?
LMNA splice mod: -5%; HTT cytoprotect: 28%[10 µM]; CBFb-RUNX1 inh: 8%; GAA inhib: 2%; HttQ103 aggreg: 6%; GAA spleen mod: -3%; GAA glycogen mod: 10%

How did CCOC(=O)c1cnn(-c2ccccc2)c1NC(=O)c1ccccc1 do in these assays?
LMNA splice mod: -6%; HTT cytoprotect: 0%; CBFb-RUNX1 inh: 4%; GAA inhib: -3%; HttQ103 aggreg: 7%; GAA spleen mod: 2%; GAA glycogen mod: 2%

Results for CNCCCOc1ccc(C)cc1Br ?
LMNA splice mod: 1%; HTT cytoprotect: -7%; CBFb-RUNX1 inh: 1%; GAA inhib: -4%; HttQ103 aggreg: 9%; GAA spleen mod: -5%; GAA glycogen mod: 2%

How did Cc1ccc(N2C(=O)C(Cl)=C(N3CCOCC3)C2=O)cc1Cl do in these assays?
LMNA splice mod: -7%; HTT cytoprotect: -6%[0.074 µM]; CBFb-RUNX1 inh: 2%; GAA inhib: -5%; HttQ103 aggreg: 20%; GAA spleen mod: 6%; GAA glycogen mod: -4%

How did Cc1ccccc1NC1=NC(=S)N(c2ccccc2)C12CCCCC2 do in these assays?
LMNA splice mod: inconclusive; CBFb-RUNX1 inh: 8%; GAA inhib: -16%; HttQ103 aggreg: -32%; GAA spleen mod: 9%; GAA glycogen mod: -11%

How did O=C(CCn1c(=O)oc2ccccc21)Nc1ccccc1 do in these assays?
LMNA splice mod: 6%; HTT cytoprotect: -7%[10 µM]; CBFb-RUNX1 inh: -7%; GAA inhib: 7%; HttQ103 aggreg: 11%; GAA spleen mod: -6%; GAA glycogen mod: 5%

Three records drawn at random from those above, as already listed:
How did N#C/C(=C\c1cccs1)c1nc2ccccc2[nH]1 do in these assays?
LMNA splice mod: inconclusive; HTT cytoprotect: -8%[10 µM]; CBFb-RUNX1 inh: 3%; GAA inhib: 0%; HttQ103 aggreg: 29%; GAA spleen mod: -2%; GAA glycogen mod: 5%

How did COc1ccc(CCNc2ccc(C)cc2)cc1 do in these assays?
LMNA splice mod: -1%; HTT cytoprotect: -2%; CBFb-RUNX1 inh: -21%; GAA inhib: -3%; HttQ103 aggreg: 23%; GAA spleen mod: -4%; GAA glycogen mod: 0%

How did O=C(CCn1c(=O)oc2ccccc21)Nc1ccccc1 do in these assays?
LMNA splice mod: 6%; HTT cytoprotect: -7%[10 µM]; CBFb-RUNX1 inh: -7%; GAA inhib: 7%; HttQ103 aggreg: 11%; GAA spleen mod: -6%; GAA glycogen mod: 5%
